Compound activity (PubChem)
PGK inhibitor: inhibitors of T. brucei phosphoglycerate kinase. Potency, µM (doses to about 57.5 µM), inactives show top-dose activity change, negative = inhibition, most hits filed as inhibitors. 380,000 tested, 0.043% active. AID 602233. PGK/GAPDH coupled, Kinase-Glo luminescence, 60 min; also: potency is read from the fitted curve at half-maximal effect; % is scaled to controls: 0 for no effect and ±100 for the full control effect; nearly all actives have a fitted effect of over 60% in size
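Luminescent ATP detection (Kinase-Glo Plus) follows a 60-minute room-temperature incubation, with wells lacking PGK as controls. Buffer: 100 mM TEA (pH 7.6), 5 mM MgCl2, 0.01% Tween-20. Coupling enzyme GAPDH (100 nM final) supplies unstable 1,3-BPG in-well.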
GLS inhibitor: glutaminase GLS (human) inhibition. O94925. GLS enzymatic activity, qHTS titration. Potency, µM (titrated, usually from 45.5 µM), for inactives: top-dose activity change, negative = inhibition, actives largely listed as inhibitors. 410,000 tested, 0.21% active. AID 624170; also: potency is read from the fitted curve at half-maximal effect; % is scaled to controls: 0 for no effect and ±100 for the full control effect
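Assay buffer: 45 mM KH2PO4 pH 8.2, 0.02% Tween-20. hKGA acts on L-glutamine (1 mM solution added); product glutamate is reported by an oxidase/peroxidase Amplex Red coupling, with fluorescence taken at baseline and 30 min.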
G9a inh: inhibitors of human histone lysine methyltransferase G9a; Potency, µM (top dose mostly 102 µM), without a hit: at the top dose activity, negative = inhibition, hits mostly inhibitors; Q96KQ7; 350,000 tested, 8.8% active; G9a H3K9 monomethylation, AlphaScreen, 2 h; also: potency is read from the fitted curve at half-maximal effect; % is scaled to controls: 0 for no effect and ±100 for the full control effect; nearly all actives have a fitted effect of over 75% in size
Target sequence (Q96KQ7 913-1193 limits assumed): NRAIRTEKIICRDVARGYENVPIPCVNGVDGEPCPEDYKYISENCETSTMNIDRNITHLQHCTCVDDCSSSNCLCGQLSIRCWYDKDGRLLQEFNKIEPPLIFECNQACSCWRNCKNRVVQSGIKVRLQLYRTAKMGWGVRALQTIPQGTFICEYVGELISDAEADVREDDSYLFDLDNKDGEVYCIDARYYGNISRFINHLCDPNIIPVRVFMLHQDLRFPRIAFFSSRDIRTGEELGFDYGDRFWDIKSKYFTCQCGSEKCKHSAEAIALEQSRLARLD
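Compounds were preincubated with 20 nM G9a for 15 min, after which biotinylated H3K9 peptide (500 nM) and SAM (20 uM) started a 2 h room-temperature reaction. Monomethylated product was quantified by antibody-based AlphaScreen chemiluminescence.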
Pin1 inh: inhibitors of human Pin1; Q13526; Potency, µM (doses to about 115 µM), inactives show at the top dose activity, negative = inhibition, most hits filed as inhibitors; Pin1 FP peptide displacement, HiFluor488, 10 min; 390,000 tested, 0.009% active; active = well fitted inhibition curve with a large enough effect in the polarisation, with a control signal flat, not every such curve was filed as active; inconclusive = small, poorly fitted or top-dose-only effect, or effect the other way, or a change in a side signal; inactive = no such curve, though single readings can be large or run the other way; the % refers to the polarisation; also: potency is read from the fitted curve at half-maximal effect; % is scaled to controls: 0 for no effect and ±100 for the full control effect
ERG Ets-DNA blk: inhibitors of human ERG Ets domain-DNA interaction. 370,000 tested, 0.028% active. Potency, µM (top dose mostly 76.9 µM), for the others: top-dose FP activity, negative = inhibition, usual class: inhibitors. fluorescence polarization, His-ERG Ets domain / labelled DNA; active = well fitted inhibition curve with a large enough effect in the polarisation, with a control signal flat; inconclusive = small, poorly fitted or top-dose-only effect, or effect the other way, or a change in a side signal; inactive = no such curve, though single readings can be large or run the other way; the % refers to the polarisation;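 also: polarization taken with two DNA probes labelled with fluorescein and Texas red; potency is read from the fitted curve at half-maximal effect; % of control where 0% means no effect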
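His-tagged ERG Ets domain (1 uM in the protein solution; 300mM KCl, 50mM Tris-HCl, 1mM EDTA, 1mM DTT, pH 7.5) received compound, then a probe mix of 5 nM fluorescein-DNA and 100nM Texas-615-DNA. Fluorescence polarization was read for both dyes.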
HP1b chromo inh: inhibitors of HP1-beta chromodomain binding to methylated histone tails; AlphaScreen HP1-beta / biotin-H3K9me3 peptide binding; P83916; Potency, µM (top dose mostly 114 µM), without a hit: at the top dose activity change, negative = inhibition, hits mostly inhibitors; 390,000 tested, 0.56% active; AID 540317; also: potency is read from the fitted curve at half-maximal effect; nearly all actives have a fitted effect of over 70% in size; inactives centre near 23
Target sequence (P83916 whole entry, looked up): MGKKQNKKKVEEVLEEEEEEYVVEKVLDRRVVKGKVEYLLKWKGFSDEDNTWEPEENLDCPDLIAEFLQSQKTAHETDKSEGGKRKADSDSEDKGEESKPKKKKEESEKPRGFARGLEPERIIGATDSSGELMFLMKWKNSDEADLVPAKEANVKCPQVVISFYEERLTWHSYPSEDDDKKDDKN
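HP1-beta protein (50 nM final) preincubated 30 min at room temperature with biotinylated H3(1-18)K9me3 peptide (50 nM) in PBS pH 7.4, 0.01% Tween-20, then compound added for 30 min. AlphaScreen streptavidin donor/nickel chelate acceptor beads (10 ug/mL final), 30 min dark, luminescence read.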
PI4K2A inh: PI4K2A (human) kinase inhibition | activity change, negative = inhibition, % at 76.9 µM | Q9BTU6 | 420,000 tested, 0.13% active | purified PI4K2A, ADP-Glo luminescence, 1 h; stronger effect = lower value; in the data active = activity change below about -50%; inconclusive = mostly about -30% to -49%;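 also: -100% = wells without enzyme as full effect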
Target sequence (Q9BTU6 whole entry, looked up): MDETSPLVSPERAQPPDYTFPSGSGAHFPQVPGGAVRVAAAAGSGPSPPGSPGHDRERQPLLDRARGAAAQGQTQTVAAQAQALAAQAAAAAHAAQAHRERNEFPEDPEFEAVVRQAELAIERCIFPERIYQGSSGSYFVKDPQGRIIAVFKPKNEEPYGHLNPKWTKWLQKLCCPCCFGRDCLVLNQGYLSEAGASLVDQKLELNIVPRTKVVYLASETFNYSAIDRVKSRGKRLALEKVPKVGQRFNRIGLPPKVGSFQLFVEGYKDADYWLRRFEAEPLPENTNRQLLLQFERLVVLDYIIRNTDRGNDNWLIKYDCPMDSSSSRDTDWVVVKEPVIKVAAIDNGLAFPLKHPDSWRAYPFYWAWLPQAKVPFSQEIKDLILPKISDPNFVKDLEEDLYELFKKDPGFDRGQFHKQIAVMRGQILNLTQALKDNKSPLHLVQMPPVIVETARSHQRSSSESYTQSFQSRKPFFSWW
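Compounds are screened against recombinant PI4K2A using PI as substrate and ATP, the latter dispensed at 300 microM. Reactions run one hour at ambient temperature before ADP-Glo detection; full inhibition defined by wells lacking enzyme.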
JMJD2A Tudor inh: JMJD2A Tudor domain (human) inhibition; 390,000 tested, 4.4% active; Potency, µM (series often up to 114 µM), for inactives: top-dose activity change, negative = inhibition, most hits filed as inhibitors; O75164; AlphaScreen JMJD2A-Tudor / H3K4me3 peptide binding; also: potency is read from the fitted curve at half-maximal effect; % is scaled to controls: 0 for no effect and ±100 for the full control effect; nearly all actives have a fitted effect of over 50% in size
BAZ2B inh: inhibitors of human BAZ2B bromodomain; AID 504333; 360,000 tested, 4.4% active; Q9UIF8; Potency, µM (highest dose often 114 µM), for inactives: at the highest dose activity change, negative = inhibition, most hits filed as inhibitors; AlphaScreen BAZ2B-H3K14Ac peptide displacement; also: potency is read from the fitted curve at half-maximal effect; % is scaled to controls: 0 for no effect and ±100 for the full control effect; nearly all actives have a fitted effect of over 60% in size
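Inhibition is scored as reduced AlphaScreen emission. The BAZ2B/b-H3(5-23)K14Ac complex (50 nM each) in PBS pH 7.4, 0.01% Tween-20 meets compound (up to 110 uM) for 30 min at RT before bead addition.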
Active calls of the source: *; i = inactive; ? = inconclusive; . = no result given; & = joins results of further samples; [ ] = dose if it differs, or a comment. Unless noted, calls follow the shape of the dose curve; as a rule, active = well fitted curve in the direction sought with a large enough effect; inconclusive = small, poorly fitted or top-dose-only effect, or another doubt; inactive = no such curve, though single readings can be large; an effect the other way counts as inactive or inconclusive.

SMILES	PGK inhibitor	GLS inhibitor	G9a inh	Pin1 inh	ERG Ets-DNA blk	HP1b chromo inh	PI4K2A inh	JMJD2A Tudor inh	BAZ2B inh
CC1(C)Nc2ccccc2N(CC(=O)N2CCCCC2)C1=O	-8%	14%	-2%[59 µM]	-3%	1%	14%	5	-4%	6%
Cc1cc(C)n(-c2cc(O)c(-n3nc(C)cc3C)cc2O)n1	-2%	6%	28µM*	-6%	-7%	?	2	22µM*	-16%
CSc1nc(N)cc(=O)[nH]1	i	-4%	19%	1%	-16%	23%	-4	-7%	-1%
Cc1ccc(-n2nc(C(N)=O)nc2-c2ccccc2)cc1	-8%	3%	0%	-5%	14%	32%	-9	-4%	-14%
COCC(C)NC(=O)c1cc(OC)cc(OC)c1 (stereo unspecified)	-4%	0%	-2%	2%	-1%	25%	-9	-3%	-23%
CCN1C(=O)/C(=C\N2CCN(C(=O)c3ccco3)CC2)SC1=S	-9%	1%	-3%	1%	-16%	38%	-1	-3%	-1%
CCn1c(Nc2ccccc2Cl)nc2ccccc21	i	-10%	-26%	-4%	8%	-9%	-3	45µM*	-14%
CCOC(=O)Cc1csc(N(C)C)n1	-10%	-3%	2%	-2%	5%	53%[activator]	-7	-3%	15%
CCCCN1C(N)=NC[C@H]1Cc1ccc(O)cc1	1%	29%	40%[59 µM]	-1%	-15%	17%	0	-29%	4%
CN(C)CCC(=O)NCC1OCCc2ccccc21 (stereo unspecified)	-2%	4%	?	-5%	6%	9%	5	-1%	9%
COc1ccc(N2CCN(C(=O)CN(c3cccc(Br)c3)S(C)(=O)=O)CC2)cc1	i	29%	-33%[2.33 µM]	4%	.	-20%	0	?	?
CCOC(=O)N1CCN(Cc2nc3cc(NC(=O)c4cccc(C)c4)ccc3n2C(C)C)CC1	.	3%	9%[59 µM]	-11%	-8%	23%	3	-30%	?
CC1(C)Cc2cccc(OCC(=O)OCC(=O)Nc3ccccc3)c2O1	i	-14%	-19%[2.33 µM]	-2%	-7%	50%[activator]	0	-7%	8%
Cc1cccc(-n2ccnc2SCC(=O)Nc2nnc(C)s2)c1	5%	3%	?	9%	14%	15%	-7	-13%	6%
O=C(Nc1ccc2c(c1)OCO2)c1cccc(F)c1	-9%	-17%	8%[59 µM]	-1%	-1%	30%	-16	9%	-5%
Cn1c(=O)c2c(nc(CN3CCN(c4ccccc4F)CC3)n2Cc2ccccc2F)n(C)c1=O	9%	9%	2%[59 µM]	-4%	-1%	23%	0	-14%	.
CC(C)(C)CCN1CCC(CN2CCNC(=O)C2=O)CC1	-11%	-1%	.	-4%	6%	-21%	-7	?	.
COCCCNC(=O)CC(NS(=O)(=O)c1ccc(F)cc1)c1ccc(OC)cc1 (stereo unspecified)	3%	1%	6%[59 µM]	6%	.	19%	1	-7%	9%
Cc1nn(CC(=O)N/N=C/c2ccc(F)cc2)c(C)c1[N+](=O)[O-]	0%	1%	-1%	4%	-5%	7%	-2	-14%	5%
O=c1c(-c2ccc([N+](=O)[O-])cc2)coc2c(O)c(O)ccc12	8.9µM*	48%[activator]	8.9µM*	?	1%	2%	2	-36%	40µM*
COc1ccc(CNC(=O)Cn2ncc3c4ccccc4n(Cc4cccc(Cl)c4)c3c2=O)cc1	-2%	-14%	0%[59 µM]	?	6%	22%	-3	-33%	-13%
CCOc1ccc(CNC(=O)C2CCCN(S(C)(=O)=O)C2)cc1OC (stereo unspecified)	.	2%	12%[59 µM]	-11%	.	37%	-2	-7%	3%
O=C(CCOc1ccc(F)cc1)Nc1nccs1	i	-7%	0%	9%	-5%	19%	-5	-2%	-9%
FC(F)(F)c1cc(CCN2C(=S)NC[C@@H]2Cc2ccccc2)cc(C(F)(F)F)c1	-3%	-4%	24%[59 µM]	?	-9%	36%	3	-32%	-2%
O=C(NNC(=S)Nc1ccc(F)cc1)C1[C@H]2CCCC[C@@H]12 (stereo partly specified)	-5%	14%	.	3%	7%	17%	-23	-18%	2%
CCOC(=O)c1ccc(N2CCN(C(=O)c3ccccc3)CC2)c(NC(=O)c2ccco2)c1	-4%	-13%	-15%	2%	11%	13%	-1	-13%	-17%
O=C(O)CCCC(=O)NNc1ncnc2ccccc12	0%	3%	0%[59 µM]	-1%	-4%	10%	4	3.2µM*	8%
Cc1ccsc1/C=N/N1CCN(Cc2ccccc2)CC1	-6%	-2%	32µM*	-1%	5%	?	0	56µM*	?
Nc1ncnc2c1ncn2[C@@H]1O[C@H](CNC(=O)[C@@H](N)Cc2ccccc2)[C@@H](O)[C@H]1O	-8%	0%	.	3%	-8%	22%	-5	-12%	.
CCCC(=O)N1CCN(c2ccc([N+](=O)[O-])cc2Cl)CC1	i	-2%	12%[59 µM]	4%	6%	51%[activator]	-4	-11%	-9%

BAZ2B inh, entries above that show a hit
SMILES	PGK inhibitor	GLS inhibitor	G9a inh	Pin1 inh	ERG Ets-DNA blk	HP1b chromo inh	PI4K2A inh	JMJD2A Tudor inh	BAZ2B inh
O=c1c(-c2ccc([N+](=O)[O-])cc2)coc2c(O)c(O)ccc12	8.9µM*	48%[activator]	8.9µM*	?	1%	2%	2	-36%	40µM*

Next compounds follow:
SMILES	PGK inhibitor	GLS inhibitor	G9a inh	Pin1 inh	ERG Ets-DNA blk	HP1b chromo inh	PI4K2A inh	JMJD2A Tudor inh	BAZ2B inh
O=C(CCS(=O)(=O)c1ccccc1Cl)NCCC1=CCCCC1	2%	3%	27%	-2%	0%	25%	1	-2%	-8%
O=C(Oc1cccc(NC2=NS(=O)(=O)c3ccccc32)c1)c1ccncc1	-5%	0%	-8%	0%	-3%	26%	-1	-20%	-21%
Cc1cc(O)c(C(=O)c2ccccc2C(=O)O)cc1C	i	14%	-7%[59 µM]	1%	-8%	25%	4	1%	.
CCSc1ncc(Cl)c(C(=O)Nc2cc(C)ccc2C)n1	4%&7%	2%&2%	-2%	-21%&-3%	-2%&-8%	14%&25%	4&-5	-5%&-7%	-1%&-5%
COc1cc(S(=O)(=O)N(C)Cc2ccc3c(c2)OCCO3)ccc1NC(C)=O	6%	8%	9%[59 µM]	2%	-5%	45%[activator]	0	-10%	6%
CCOCc1cnc(C)nc1NCC(=O)c1c(C)n(C)c2ccc(OC)cc12	i	1%	14µM*	-3%	-5%	13%	2	2%	50µM*
COc1ccc(/C=N/N2CCN(C)CC2)cc1OC	-1%	21%	-13%	-5%	-1%	13%	-8	0%	-6%
CSc1ccccc1NC(=O)c1cc(S(=O)(=O)N(C)C)ccc1N1CCCC1	-4%	3%	6%	32%[activator]	7%	8%	1	-26%	-12%
O=C(Cc1cccs1)N(CC1CCCO1)C1(C(=O)NC2CCCCC2)CCCCC1 (stereo unspecified)	-20%	3%	9%	-14%	3%	?	-25	-19%	4%
Cc1ccc2oc(C(=O)NCCCN3CCOCC3)c(C)c2c1	-4%	-3%	39%[activator]	1%	-4%	37%	-3	-7%	-2%
O=C1CCCC2=C1C(c1ccc(O)c(O)c1)Nc1ccc3ccccc3c12 (stereo unspecified)	2%	?	.	?	3%	?	2	28µM*	.
COc1ccccc1NS(=O)(=O)c1cccc(NC(=O)Nc2cccc(Cl)c2)c1	0%	-2%	-13%[59 µM]	-2%	13%	21%	-5	-9%	-7%
COc1cccc(C2C(C#N)=C(N)OC(C(C)(C)C)=C2C#N)c1 (stereo unspecified)	-4%	29%	-13%[59 µM]	1%	-2%	11%	3	-20%	7%
Cc1cc(S(=O)(=O)NCCc2ccccc2)ccc1-n1cnnn1	i	9%	?	9%	1%	-18%	-6	4%	-24%

Looked up one by one from above, two records:
SMILES	PGK inhibitor	GLS inhibitor	G9a inh	Pin1 inh	ERG Ets-DNA blk	HP1b chromo inh	PI4K2A inh	JMJD2A Tudor inh	BAZ2B inh
CCSc1ncc(Cl)c(C(=O)Nc2cc(C)ccc2C)n1	4%&7%	2%&2%	-2%	-21%&-3%	-2%&-8%	14%&25%	4&-5	-5%&-7%	-1%&-5%
O=C(Oc1cccc(NC2=NS(=O)(=O)c3ccccc32)c1)c1ccncc1	-5%	0%	-8%	0%	-3%	26%	-1	-20%	-21%

Sorted by value in PGK inhibitor (lowest first): 3 of the compounds above
structure	PGK inhibitor	GLS inhibitor	G9a inh	Pin1 inh	ERG Ets-DNA blk	HP1b chromo inh	PI4K2A inh	JMJD2A Tudor inh	BAZ2B inh
COc1cccc(C2C(C#N)=C(N)OC(C(C)(C)C)=C2C#N)c1 (stereo unspecified)	-4%	29%	-13%[59 µM]	1%	-2%	11%	3	-20%	7%
COc1ccc(/C=N/N2CCN(C)CC2)cc1OC	-1%	21%	-13%	-5%	-1%	13%	-8	0%	-6%
O=C(CCS(=O)(=O)c1ccccc1Cl)NCCC1=CCCCC1	2%	3%	27%	-2%	0%	25%	1	-2%	-8%
